# MC4R ag barr: MC4R agonists recruiting beta-arrestin, primary screen, cell-based, luminescence, agonist arm of biased-ligand search | Melanocortin receptor 4 (Homo sapiens), P32245 | U2OS MC4R beta-arrestin complementation; percent of melanotan II response, DMSO zero | activation, % at 8.9 µM | 360,000 tested, 0.98% active | AID 540308, 2011;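 active means activation above a per-plate cutoff, the mean activation of sample wells on that plate plus 3 SD, cut at about 8% in these data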
# Target sequence (P32245 whole entry, looked up): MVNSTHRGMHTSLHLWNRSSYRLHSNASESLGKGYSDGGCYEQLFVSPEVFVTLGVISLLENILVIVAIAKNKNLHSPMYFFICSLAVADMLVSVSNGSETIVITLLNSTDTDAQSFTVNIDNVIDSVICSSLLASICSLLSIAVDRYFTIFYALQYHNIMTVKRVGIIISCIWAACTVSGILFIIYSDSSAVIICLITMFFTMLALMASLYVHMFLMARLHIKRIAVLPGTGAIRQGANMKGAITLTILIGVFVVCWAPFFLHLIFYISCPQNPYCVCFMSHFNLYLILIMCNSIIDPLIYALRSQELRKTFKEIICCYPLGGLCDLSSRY
# Vif inh: HIV Vif self-association inhibitors, primary screen, imaging, HEK293T, single point; HEK293T cells, Vif self-association by quenched fluorescence, 24 h; inhibition, % at 7.49 µM; 340,000 tested, 0.35% active; AID 602346, 2012; in the data active means inhibition above about 50%, passing the limit was not always enough; further: some results filed as inactive read as strong as hits
# MC4R antagonist: MC4R antagonists of cAMP signaling, primary screen, cell-based, TR-FRET, antagonist arm of biased-ligand search. Melanocortin receptor 4 (Homo sapiens), P32245. MC4R-expressing cells, MTII-stimulated cAMP, LANCE TR-FRET. inhibition, % at 6.5 µM. 360,000 tested, 0.48% active. AID 540295, 2011;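 active means inhibition above its plate's cutoff, the mean of tested wells on that plate plus 3 SD, cut at about 29% in these data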;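 further: 0% = Melanotan II alone and 100% = Melanotan II plus saturating MCL0020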
#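 Assay system: human MC4R-expressing U2OS cells; reagent: Melanotan II stimulation of cells; dosing: 6.5 µM single dose; timing: compound 30 min, challenge 1 h, detection 1 h; signal: TR-FRET cAMP assay; replicates: one well per compound, no replicates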
# NOD2 RIPK2 PPI: NOD2-RIPK2 binding disruptors in cells, primary screen, fluorescence, CHO cells, BLA complementation; CCF4 ratio; inhibition, % at 4.98 µM; 360,000 tested, 0.38% active; in the data active means inhibition above about 21%;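 further: 0% = vehicle only and 100% = reference blocker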
# Target sequence (O43353 whole entry, looked up): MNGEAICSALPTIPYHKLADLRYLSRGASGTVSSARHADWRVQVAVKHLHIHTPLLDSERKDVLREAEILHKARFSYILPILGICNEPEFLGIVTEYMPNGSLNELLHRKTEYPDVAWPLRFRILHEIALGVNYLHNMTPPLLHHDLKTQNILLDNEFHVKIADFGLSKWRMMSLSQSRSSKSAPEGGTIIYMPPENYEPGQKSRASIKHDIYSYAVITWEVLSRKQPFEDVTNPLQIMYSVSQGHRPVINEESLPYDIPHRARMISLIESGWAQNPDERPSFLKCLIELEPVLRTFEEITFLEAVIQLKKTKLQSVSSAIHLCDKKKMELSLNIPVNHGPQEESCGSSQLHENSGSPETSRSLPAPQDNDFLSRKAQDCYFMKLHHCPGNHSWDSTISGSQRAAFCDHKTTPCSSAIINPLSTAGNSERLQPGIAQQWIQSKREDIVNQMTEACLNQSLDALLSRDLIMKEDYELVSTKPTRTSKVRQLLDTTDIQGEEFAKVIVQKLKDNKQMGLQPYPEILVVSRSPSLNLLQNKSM
# aDG glyco up: activators of alpha-DG glycosylation, primary screen, uHTS, Pro5-aDG cells, AlphaScreen | alpha-DG glycosylation AlphaScreen (IIH6); 0% Pro5, 100% B10-LARGE cell signal | activation, % at 10 µM | 360,000 tested, 0.22% active | AID 624168, 2012;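 active means activation of at least 8% versus controls, or a plate z-score of at least 8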;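 further: Pro5 are CHO cells carrying HIG-tagged alpha-DG that lacks glycosylation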
# TLR9-MyD88 inh: inhibitors of TLR9-MyD88 association in cells, primary screen, cell-based, CHO, BLA complementation, fluorescence. Toll-like receptor 9 (Homo sapiens) + Myeloid differentiation primary response protein …. CCF4 FRET ratio. AID 504734, 2011. inhibition, % at 4.98 µM. 340,000 tested, 0.21% active;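 active means inhibition above the mean over all tested compounds plus 3 SD, cut at about 21% in these data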;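 further: 0% = DMSO only wells and 100% = clavulanate BLA inhibitor control wells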
# N-glyco inh: increase of ERlucT glycosylation luciferase signal, primary screen, N-linked glycosylation inhibitor project, D54 ERlucT cells, luminescence, set 2; 360,000 tested, 0.23% active; reporter increase, % at 12.5 µM; AID 588692, 2011; D54 ERlucT glycosylation luciferase reporter, 24 h; percent of 100 nM tunicamycin response;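 active means mean luciferase reporter signal, scaled so untreated is 0 and the glycosylation-blocking control 100, at or above a set limit in every replicate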;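 further: luciferase carries N-glycosylation sites so blocking glycosylation raises the light; 0% = median of neutral control wells and 100% = median of 100 nM tunicamycin wells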
# Granule exo inh: LAMP-1 surface exposure blockers, TALL-104 cells – cell-based, flow cytometry, MLPCN library, primary screen; TALL-104 LAMP-1 surface exposure; cells stimulated with thapsigargin and PMA; inhibition, % at 10 µM; 360,000 tested, 0.66% active; AID 651702, 2012;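 active means inhibition above about 55%, limit read from the data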
# ABHD5 PLIN5 PPI: ABHD5-PLIN5 interaction inhibitors, primary screen, cell lysate, split luciferase complementation, luminescence; Perilipin-5 (Homo sapiens) + 1-acylglycerol-3-phosphate O-acyltransferase ABHD5 (Homo …; Split G. princeps luciferase complementation, 4 h; inhibition, % at 4 µM; 360,000 tested, 0.78% active;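 active means inhibition above the mean inhibition across every tested compound plus 3 SD, cut at about 22% in these data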;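 further: 0% = DMSO only wells and the 100% control is not disclosed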
# ABCB6 inh MLPCN: ABCB6 transporter inhibitors, primary screen, K562-ABCB6 cells, flow cytometry, MLPCN library. ATP-binding cassette sub-family B member 6 (Homo sapiens), Q9NP58. AID 602162, 2011. fluorescence ratio to DMSO, % at 10 µM. 360,000 tested, 0.19% active. K562-ABCB6 porphyrin accumulation, 1 h; hits give low values;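 active means fluorescence ratio to DMSO below 75%, the collection mean minus 3 SD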;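 further: signal is porphyrin accumulated inside mitochondria; 100% equals median channel fluorescence of DMSO control wells; lower ratio means ABCB6 inhibition with less porphyrin fluorescence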
# * marks the source's active call; other numbers are inactive results; nt = no result given; & = joins results of further samples. Not all compounds are listed. The share of hits here may be higher or lower than overall.
SMILES,MC4R ag barr,Vif inh,MC4R antagonist,NOD2 RIPK2 PPI,aDG glyco up,TLR9-MyD88 inh,N-glyco inh,Granule exo inh,ABHD5 PLIN5 PPI,ABCB6 inh MLPCN
COC(CNC(=O)c1cn(C)c2ccc(S(=O)(=O)N3CCOCC3)cc2c1=O)OC,-1.2,-4,10,-2,-0.1,2,1,-3,-11,102
O=C(O)CCCC(=O)Nc1ccc(Br)cc1C(=O)O,-2.1,5,13,-6,-0.1,1,4,1,-3,94
Cc1ccc(C(=O)Nc2ccc3c(c2)OCO3)o1,-1.1,nt,2,-4,-0.3,-2,1,-2,2,100
N/C(=N\OC(=O)/C=C/c1ccccc1)c1cccnc1,-2.8,3,-2,-20,0.0,9,3,6,1,99
CCC(=O)N=c1sc2cc(F)cc(F)c2n1C,0.5,-9,-4,-5,0.2,1,2,-2,-3,98
Cc1ccccc1Nc1nc(N)nc(COC(=O)c2ccc(S(=O)(=O)N(C)C)cc2)n1,-0.6,-3,6,1,-0.4,-7,3,63*,5,98
COc1cccc(-n2cc(CNCc3cn(C)nc3-c3ccccc3F)cn2)c1,1.7,-4,5,0,0.3,-6,-2,50,-6,97
COc1ccc(N2CC(C(=O)OCC(=O)Nc3cccc(C)c3C)CC2=O)cc1 (configuration not stated),-0.8,2,8,-5,0.0,-4,1,-5,0,101
CCOc1ccc(NS(=O)(=O)c2c(C)nc3sccn3c2=O)cc1,-0.3,-1,-1,3,-0.2,1,2,0,7,93
Cc1ccc(NC(=O)CCS(=O)(=O)c2ccc3c(c2)NC(=O)C(C)S3)cc1Cl (configuration not stated),2.5,5,2,-11,0.0,1,-1,-1,1,111
O=C(NCCc1c[nH]c2ccccc12)c1ccc2[nH]c(=O)c(=O)[nH]c2c1,1.0,-1,6,2,-0.1,4,0,0,2,101
COc1ccc(C2CC(c3ccccc3)=NN2C(=S)Nc2ccccc2)cc1 (configuration not stated),-1.5,-1,9,1,-0.4,5,-3,2,-2,88
O=C(CSC(=S)N1CCCC1)Nc1cc2c(cc1Br)OCCO2,-1.2,10,6,-4,-0.4,-2,-1,-2,-3,99
COc1nc(NS(=O)(=O)c2ccc(C)cc2)nc(C)c1Cl,-2.4,2,6,-8,-0.4,-5,0,-2,-10,91
Cc1ccc2nc(N(CCCN(C)C)C(=O)c3cc(-c4cccs4)nc4ccccc34)sc2c1,9.2*,-3,5,0,0.4,-23,-5,72*,25*,103
c1ccc2c(C(c3nnnn3-c3ccc4c(c3)OCCO4)N3CCCCC3)ccnc2c1 (configuration not stated),nt,nt,nt,-11,0.4,nt,nt,-2,2,96
OC(COc1ccccc1F)CN1CCC(Cc2ccccc2)CC1 (configuration not stated),1.6,-6,-6,0,0.0,-6,-1,28,-3,101
COc1ccc(Cl)cc1C(=O)OCC(=O)NCc1cccs1,0.3,-2,-2,-2,-0.2,-5,2,20,2,101
Nc1cc2c(cc1O)CCCC2,-1.7,nt,4,-1,0.1,7,-1,-4,2,114
COc1cc2c(cc1OC)C(C)N(Cc1ccc3c(c1)OCO3)CC2 (configuration not stated),-0.7,-2,6,0,-0.1,-5,4,-4,0,99
CCc1nc2ccc(C(=O)NCCN3CCNC3=O)cn2c1N(CCC(C)C)CCN(C)C,0.9,8,0,3,0.0,nt,0,-1,-5,95
CCN1CCN(c2cc(C)c3cc(NC(=O)Cc4ccc(OC)c(OC)c4)ccc3n2)CC1,-0.3,1,-2,-8,0.0,-2,-5,3,-4,96
Cc1cc(=O)oc2cc(OCC(=O)Nc3ccc(S(=O)(=O)N(C)C)cc3)ccc12,2.2,5,16,-2,-0.1,-6,1,-1,1,104
COc1ccc(CN(C)C(=O)c2cccc(NC(=O)CC3SC(N4CCCCC4)=NC3=O)c2)c(OC)c1 (configuration not stated),-1.3,-21,6,-2,0.8,4,-3,-8,-3,90
CCOc1cc(-c2c(C#N)c(N)nc3c2CCCC3)ccc1O,-2.0,-6,0,-11,0.3,5,-2,2,6,96
SMILES,MC4R ag barr,Vif inh,MC4R antagonist,NOD2 RIPK2 PPI,aDG glyco up,TLR9-MyD88 inh,N-glyco inh,Granule exo inh,ABHD5 PLIN5 PPI,ABCB6 inh MLPCN
Cc1ccc(S(=O)(=O)N2CCC(C)CC2)cc1,-1.4,6,6,0,-0.1,13,-2,3,-5,97
CCc1cc(=O)oc2c(C)c(OS(C)(=O)=O)ccc12,-0.9,nt,0,-1,-0.1,3,0,0,2,100
CC(C)c1ccc(NC2CCCN(C(=O)CCN3CCCO3)C2)cc1 (configuration not stated),0.4,-1,8,-16,-0.2,-10,1,2,-3,100
CCOC(=O)c1cc2c(C)n(-c3ccc(N(C)C)cc3)c(C)c2cc(C(=O)OCC)c1=O,-1.4,-4,1,-1,0.0,2,-5,-3,2,103
O=C(O)C1CCN(C(=O)NC2CCCCC2)CC1,0.7,27,18,-5,0.2,3,-1,0,6,112
Cc1nnc(NC(=O)CSC2=NN3CCCC(=O)N=C3S2)s1,-0.7,-3,10,-5,-0.4,7,0,-1,1,100
CCN(CC)C(=O)Oc1c(Cl)cc(Cl)c2cccnc12,-0.1,-7,15,-5,-0.3,2,-1,-1,0,100
Nc1ccccc1-c1nnc2n1CCCCC2,-0.8,30,5,2,-0.2,-3,-1,4,-4,103
Nc1ccc2c(c1)Oc1ccccc1C=C2,-2.7,1,8,3,-0.4,-2,-3,-10,-4,105
CC(OC(=O)c1ccncc1)C(=O)Nc1cccc([N+](=O)[O-])c1 (configuration not stated),-1.8,0,7,10,-0.3,0,1,-3,1,101
CCCCn1c(N)c(N(CC(C)C)C(=O)c2cc(-c3ccncc3)nc3ccccc23)c(=O)[nH]c1=O,-1.5,8,-2,0,0.0,-7,2,-6,10,103
CCCCCc1n[nH]c2c1CCCC2,-2.2,16,8,1,-0.1,0,0,-3,3,103
CCCCC1CN2CCc3c([nH]c4ccccc34)C2(C)C1 (configuration not stated),0.5,-11,3,6,0.0,-13,-3,6,3,92
Cc1ccccc1C(=O)Nc1ccnn1C1CCN(C(C)Cc2ccccc2F)CC1 (configuration not stated),0.3,-5,3,1,-0.4,-1,-4,34,1,102
NC(=O)CC(NC(=O)Cc1ccc(Br)cc1)c1ccc(NC2CCCCCC2)c([N+](=O)[O-])c1 (configuration not stated),-1.9,nt,6,-3,-0.2,-12,16,4,-9,100
CCOc1cc(N2CCOCC2)c(OCC)cc1NC(=O)c1cc(S(=O)(=O)N2CCOCC2)ccc1C,-0.5,27,5,-5,0.1,4,0,-2,2,97
COCCn1c(-c2ccc(OC)cc2)cnc1SCC(=O)Nc1cccc2ccccc12,-0.2,-6,5,0,0.7,-15,-4,-6,3,92
Nc1nonc1-n1nnc(C(=O)N/N=C/c2ccccc2Cl)c1COc1ccc(F)cc1,2.1,-6,4,1,0.2,-5,0,12,-5,97
Cc1ccc(C(=O)NCCCc2ccccc2)s1,-1.7,11,-1,-1,-0.2,0,-1,4,-2,99
O=C(N/N=C/C(Br)=C\c1ccccc1)c1cccs1,6.7,4,2,3,0.0,nt,-2,-3,2,105
COc1ccccc1NC(=O)/C(C#N)=C/c1ccc(OCCN2CCOCC2)c(OC)c1,-1.2,11,4,-2,0.7,9,-2,5,0,95
Cc1cc(SCC(=O)c2ccc(O)c(O)c2)n2nc(C)c(-c3ccccc3)c2n1,-1.8,5,5,-11,0.2,-3,1,0,4,99
Cc1c(C(c2ccccc2Br)c2c(C)n(C)n(-c3ccccc3)c2=O)c(=O)n(-c2ccccc2)n1C,0.5,-3,4,-2,0.1,3,-1,-1,2,95
Cc1ccc(C(c2c(C)[nH][nH]c2=O)c2c(C)[nH][nH]c2=O)cc1,0.9,-3,-5,-6,0.0,6,5,-28,-5,93
N#CCCn1ncc2ccccc21,-1.3,nt,0,-4,-0.1,4,nt,0,2,93

# Gathered by group, the entries above containing an aryl thioether with sulfur outside any ring
SMILES,MC4R ag barr,Vif inh,MC4R antagonist,NOD2 RIPK2 PPI,aDG glyco up,TLR9-MyD88 inh,N-glyco inh,Granule exo inh,ABHD5 PLIN5 PPI,ABCB6 inh MLPCN
COCCn1c(-c2ccc(OC)cc2)cnc1SCC(=O)Nc1cccc2ccccc12,-0.2,-6,5,0,0.7,-15,-4,-6,3,92
Cc1cc(SCC(=O)c2ccc(O)c(O)c2)n2nc(C)c(-c3ccccc3)c2n1,-1.8,5,5,-11,0.2,-3,1,0,4,99

# Later entries
SMILES,MC4R ag barr,Vif inh,MC4R antagonist,NOD2 RIPK2 PPI,aDG glyco up,TLR9-MyD88 inh,N-glyco inh,Granule exo inh,ABHD5 PLIN5 PPI,ABCB6 inh MLPCN
O=C(Cc1cc(=O)[nH][nH]1)N/N=C/C(Cl)=C/c1ccccc1,0.3&-0.2,12,5&12,5&5,-0.1&-0.1,-2&2,2&0,-3&-1,7&6,101&102
COc1cccc(-c2noc(CCC(=O)NC3CCCC3)n2)c1,-1.3,-8,0,-4,0.0,-8,2,-1,-6,104
CC(=O)Nc1ccc(S(=O)(=O)NNC(=O)COc2cccc3ccccc23)cc1,-2.5,1,2,4,0.0,0,-1,2,3,90
NC(=O)c1sc2cc(C(F)(F)F)cnc2c1-c1cccs1,-1.2,-7,3,-15,-0.4,-8,-2,8,0,98
COc1ccc(OCC(=O)Nn2c(-c3cccc(OC)c3)nc3ccccc3c2=O)cc1,0.6,0,3,8,0.0,-8,2,0,-4,99
CCn1cc(S(=O)(=O)CC(=O)Nc2cc(C)ccc2C)c2ccccc21,-0.4,nt,2,-3,0.1,8,-1,-9,-5,102
CCc1ccc(CN2CCN(c3ncccn3)CC2)cc1,-1.3,20,-11,-2,0.1,1,-1,-5,2,97
CCOC(=O)Cc1csc(NC(=O)CSc2nnnn2-c2ccc(F)cc2)n1,-0.7,3,4,-3,0.1,3,-2,-1,2,104
CC(Oc1ccc(F)cc1)C(=O)Nc1cc(S(=O)(=O)N2CCOCC2)ccc1N1CCN(C)CC1 (configuration not stated),-1.6,-3,7,-12,0.0,-2,0,-8,4,99
CCCCn1c(N)c(N(CC)C(=O)c2c(C)noc2C)c(=O)[nH]c1=O,-1.6,-1,-1,7,-0.3,-2,0,0,8,103
COC(=O)c1ccc(OC)c(OC2CCCC2)c1,1.8,-7,5,-5,0.0,2,1,0,9,97
CCCCCCN1CC(=O)N2[C@@H](Cc3c([nH]c4ccccc34)C2(C)C)C1=O,5.4,-1,-9,-7,0.0,-6,5,-3,-14,97
O=C(Nc1ccccc1-c1nnc(SCc2ccccc2)o1)c1ccccc1,-1.3,-13,2,-1,0.4,6,5,67*,0,98
Cc1ccccc1-c1cccc([C@@H]2C[C@H]3C(CN2)CON3C)c1 (some centres not stated),2.2,nt,0,-6,0.0,-11,1,3,0,103

# Assay outcomes (PubChem BioAssay)
